From PubChem BioAssay
RNase H inhibition: RNase H inhibition, HIV 1 Gag Pol polyprotein, FRET biochemical assay, screening (AID 372); 100,000 compounds, 0.77% hits; HIV-1 RT RNase H, FRET RNA/DNA substrate fluorescence; higher % means a stronger effect; one-dose inhibition, % at 10 µM; IC50 in µM for titrated hits; in the data active = inhibition above about 50%
Numbers without * were called inactive. This is a subset, so the mix of outcomes need not match the whole.

SMILES	RNase H inhibition
Fc1ccc(Nc2nc(/C=C/c3ccccc3)nc3ccccc23)cc1F	43.0%
COC(=O)c1ccccc1NC(=O)/C=C/c1ccc(Cl)cc1	16.0%
COc1ccc(C(=O)Nc2ccc(NC(C)=O)cc2)cc1	24.0%
O=C(CCN1CCC(c2ccccc2)C1)c1ccc2c(c1)OCCO2 (configuration not stated)	2.0%

Of the compounds above, two contain a carbonyl joined to an NH by a bond outside any ring.
SMILES	RNase H inhibition
COC(=O)c1ccccc1NC(=O)/C=C/c1ccc(Cl)cc1	16.0%
COc1ccc(C(=O)Nc2ccc(NC(C)=O)cc2)cc1	24.0%
